Assay outcomes: PubChem BioAssay, National Center for Advancing Translational Sciences (NCATS)
Nrf2 ARE act: activates Nrf2 signaling | AREc32 ARE-luciferase reporter (MCF7-derived line), luminescence, 24 h | Potency, µM (doses to about 46.1 µM), for inactives: top-dose activation, usual class: activators | actives 0.31% (n = 410,000); note: potency is the fitted concentration of half-maximal effect; % of control where 0% means no effect; nearly all actives have a fitted effect of over 65% in size
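AREc32 cells carrying an ARE-driven firefly luciferase reporter were seeded at 1000 cells/well in OPTI-MEM with 5% FBS, then exposed to compound for 24 hr at 37 deg C. Luminescence was read with Steady-Glo after 30 min at RT.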
HepG2 tox: kills HepG2 cells in TGF-b inhibitor counter-screen. HepG2 CAGA-GFP viability, ATP luminescence, 18 h. Potency, µM (highest dose often 46.1 µM), inactives show at the top dose activity change, negative = cytotoxicity, actives largely listed as cytotoxic. actives 0.76% (n = 410,000); note: potency is the fitted concentration of half-maximal effect; some results filed as inactive show a strong effect at the top dose
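HepG2 CAGA-GFP cells (1000/well, DMEM with 1% FBS) received compound, then TGF-beta at 500 pg/mL final, and were incubated 18 hours at 37 degrees C. Viability was read by CellTiter-Glo luminescence. Media-only wells were set as complete cell-killing and DMSO as no toxicity.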
pAkt inh: Akt phosphorylation inhibition. Neuro2A IGF-stimulated pAkt S473 HTRF, 20 min; stronger effect = lower value. activity change, % for hits at 50 µM. actives 0.32% (n = 360,000); in the data active = activity change below about -80%; inconclusive = mostly about -51% to -80%; note: % is set by controls: 0 for no effect and ±100 for the full control effect
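Neuro2A cells in DMEM with 0.5% FBS, overnight at 37 deg C, given compound at single 50 µM final, then IGF (6 nM final) for 20 min at 37 deg C. Lysed; phospho-Akt Ser473 by HTRF after 24 h, 665/615 ratio.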
Abeta yeast res: A-beta toxicity reversal in yeast; yeast expressing A-beta42, growth rescue, OD600, 48 h; response scale: 0% DMSO, 100% iron-clioquinol control; Potency, µM (top dose mostly 46.1 µM), for the others: at the top dose growth rescue, usual class: activators; actives 0.063% (n = 410,000); note: potency is the fitted concentration of half-maximal effect; nearly all actives have a fitted effect of over 55% in size
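Growth rescue measured by 600 nm absorbance after 48 h yeast culture at 30 C with compound. Values normalized between DMSO and an equimolar ferric chloride plus clioquinol control.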
Mm-Cpn inhibitor: M. maripaludis TRiC chaperonin inhibition | Potency, µM (doses to about 76.9 µM), for the others: at the highest dose activity, negative = inhibition, hits mostly inhibitors | AID 504842 | actives 0.031% (n = 330,000) | purified Mm-Cpn ATPase, ADP Transcreener TR-FRET; note: potency is the fitted concentration of half-maximal effect; % is set by controls: 0 for no effect and ±100 for the full control effect; nearly all actives have a fitted effect of over 80% in size
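Measured: ADP formation by purified Mm-CPN. Conditions: 25 nM protein, 10 uM ATP, Tris pH 7.4 with Mg2+, K+ and DTT, 37°C for 30 min. Detection: Transcreener HTRF after 30 min at room temperature.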
TGFb inhibitor: inhibitors of TGF-b signaling; HepG2 CAGA-GFP TGF-b/SMAD3 reporter, GFP fluorescence, 18 h; TGF-beta stimulated, 500 pg/mL final; actives 1.2% (n = 410,000); Potency, µM (series often up to 46.1 µM), for the others: at the highest dose activity, negative = inhibition, hits mostly inhibitors; note: potency is the fitted concentration of half-maximal effect; % is set by controls: 0 for no effect and ±100 for the full control effect; nearly all actives have a fitted effect of over 65% in size
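Inhibition was scored as loss of TGF-beta-induced (500 pg/mL final, 18 hours, 37 degrees C) GFP in HEPG2 cells carrying a CAGA-GFP reporter, in DMEM with 1% FBS. Well GFP was summed per cell; Activity was normalised to unstimulated and stimulated DMSO wells, then concentration-response fitting.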
A549 tox: A549 cytotoxicity, counter-screen for Nrf2 inhibitors | A549 ARE-Fluc cells, CellTiter-Fluor viability, 18-24 h | actives 0.16% (n = 390,000) | AID 504648 | Potency, µM (top dose mostly 46 µM), for inactives: at the highest dose activity change, negative = cytotoxicity, actives largely listed as inhibitors; note: potency is the fitted concentration of half-maximal effect; % is set by controls: 0 for no effect and ±100 for the full control effect
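A549 ARE_Fluc cells in 5% FBS OPTI-MEM were exposed to compounds in concentration-response for 18-24 h at 37 deg C. Viability was read by CellTiter-Fluor fluorescence (Ex 405/Em 525) after 30 min, before the luciferase read.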
CCT chaperon mod: changes cytosolic chaperonin activity; AID 651819; actives 0.3% (n = 360,000); purified chaperonin ATPase assay, HTRF ADP detection, 30 min; activity change, % (test concentration not listed), hits read low; in the data active = activity change below about -30%; note: % is set by controls: 0 for no effect and ±100 for the full control effect
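ATPase activity: ADP formed was measured by HTRF Transcreener (665/615 nm ratio) after 30 min at 37 deg C with 10 uM ATP. Compounds screened at one 76 uM concentration against 40 or 20 nM TRiC in Tris pH 7.4/KCl/MgCl2/DTT buffer.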
Nrf2 inh: blocks Nrf2 signaling; actives 2.1% (n = 360,000); AID 504444; A549 ARE-Fluc reporter, luciferase luminescence, 18-24 h; Potency, µM (highest dose often 46 µM), without a hit: top-dose activity change, negative = inhibition, actives largely listed as inhibitors; note: potency is the fitted concentration of half-maximal effect; % is set by controls: 0 for no effect and ±100 for the full control effect; nearly all actives have a fitted effect of over 60% in size
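Reporter: ARE-Fluc in A549. Exposure: 18-24 h, 37 °C, 5% CO2, 5% FBS OPTI-MEM. Readouts: fluorescent cytotoxicity (CellTiter-Fluor), then luminescent Nrf2 signal after BugLite.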
* = called active by the depositor; i = inactive; ? = inconclusive; . = no result given; & = joins results of further samples; [ ] = remark or other dose. Unless noted, calls come from the whole dose curve; as a rule, active = well fitted curve in the direction sought with a large enough effect; inconclusive = small, poorly fitted or top-dose-only effect, or another doubt; inactive = no such curve, though single readings can be large; an effect the other way counts as inactive or inconclusive.

SMILES	Nrf2 ARE act	HepG2 tox	pAkt inh	Abeta yeast res	Mm-Cpn inhibitor	TGFb inhibitor	A549 tox	CCT chaperon mod	Nrf2 inh
CCCCc1c(-c2ccc(F)cc2F)ncn1CCc1ccccc1OC	-1.3%	.	i	12%	.	.	.	-1.3	.
NC(=O)CC(NC(=O)Cc1cccc2ccccc12)c1ccc(NCc2ccccc2)c([N+](=O)[O-])c1 (stereo not drawn)	0.5%	-1%	i	-2%	0%	?	-22%	-1.1	-25%
CCN1CCN(C(=O)c2ccc3c(=O)n(C4CCCC4)c(=S)[nH]c3c2)CC1	-0.7%	-18%	i	-2%	0%	0%	-5%	-0.7	0%
CCc1ccccc1NC(=O)C(=O)NCCc1sc(-c2cccc(C)c2)nc1C	-0.7%	-15%	.	-19%	.	-2%	14%	.	.
Cc1ccccc1NC(=O)CSc1nc2ccccc2c(=O)n1CC1CCCO1 (stereo not drawn)	-0.1%	-16%	i	7%	2%	-8%	1%	0.3	19%
CCCCc1c(-c2ccccc2OC)ncn1C1CCCC1	0.0%	.	i	-16%	.	.	.	-1.4	.
Cc1ccc(S(=O)(=O)N2CCOCC2)cc1NC(=O)COC(=O)CCC(=O)c1ccc(F)cc1	-0.8%	-1%	i	6%	0%	0%	1%	-1.3	8%
CCOc1ccc(-n2c(=O)c3c4c(sc3n(Cc3cccc(Cl)c3)c2=O)CCCC4)cc1	-1.0%	-5%	.	4%	.	1%	0%	.	0%[9.27 µM]
CC(C)(CNC(=O)C1CCN(S(=O)(=O)c2cc([N+](=O)[O-])ccc2Cl)CC1)N1CCOCC1	?	5%	i	-14%	-3%	-9%	?	4.0	27%
CC(=O)c1ccc(NC2=NS(=O)(=O)c3ccccc32)cc1	-0.1%	-10%	.	8%	.	-5%	-2%	.	22%
COc1ccc(N(CC(=O)N2CCCC2)S(=O)(=O)c2ccc(NC(C)=O)cc2)cc1	-0.7%	-1%	i	-14%	4%	9%	1%	1.1	-15%
O=C(NC1(C(F)(F)F)NC(=O)N(Cc2cccnc2)C1=O)c1ccccc1Cl (stereo not drawn)	-1.0%	7%	i	-11%	1%	-8%	0%	-0.5	-6%
Cc1ccc(C)c(N(C(=O)c2ccco2)C(C(=O)NC2CCCC2)c2ccco2)c1 (stereo not drawn)	2.2%	1%	i	29%	-5%	15%	-5%	-2.7	2%
COc1ccc(/C=N/NC2=NS(=O)(=O)c3ccccc32)cc1OC(C)=O	0.1%	-5%	i	-2%	1%	2%	2%	-1.5	4%
COc1ccc(C(=O)Oc2ccc(C(c3c(C)[nH][nH]c3=O)c3c(C)[nH][nH]c3=O)cc2OC)cc1	3.6%	2%	.	6%	.	1%	-4%	.	9%
CCN(CC)C(=O)c1csc([C@@H]2O[C@H](CO)[C@H](O)[C@H](O)[C@H]2O)n1	-0.3%	10%	i	-14%	.	6%	.	-0.3	.
CCOc1ccccc1N1CCN(C(=O)[C@@H]2CCCN2C2=NS(=O)(=O)c3ccccc32)CC1	-1.0%	-1%	i	3%	2%	-4%	1%	-6.0	8%
C(#Cc1c(-c2ccsc2)sc2ccccc12)c1ccsc1	13%	-10%	i	-6%	-7%	-3%	16%	0.0	?
Cc1ccc(S(=O)(=O)N2CCOCC2)cc1C(=O)N1CCC(Cc2ccccc2)CC1	-0.2%	4%	i	4%	-6%	3%	-8%	0.1	-14%
COCc1c(C(=O)N/N=C/c2c[nH]c3ccccc23)nnn1-c1nonc1N	4.0%	6%	i	-1%	-12%	6%	2%	0.3	?
Cc1ccc(C)c(S(=O)(=O)N/N=C/c2ccc(F)cc2)c1	-0.3%	-8%	i	14%	2%	-2%	3%	1.0	-2%
CCc1cccc(CC)c1-n1c(SCn2nnc3ccccc3c2=O)nnc1-c1cccnc1	3.1%	-6%	i	-11%	3%	6%	1%	-2.2	-3%
O=C1/C(=C\c2ccccc2)CN(C(=O)CCN2CCCCC2)C/C1=C/c1ccccc1	-3.6%	-106%	i	-10%	.	16µM*	-5%	-0.3	4%
O=C(CSc1nccn1-c1cccc(Cl)c1)NC1CCCC1	0.5%	-25%	i	9%	0%	-2%	1%	-1.3	-3%
COc1ccccc1CN1CCNC(=O)C1CC(=O)N(C)Cc1ccon1 (stereo not drawn)	0.1%	-21%	i	-8%	-3%	-18%	19%	-1.6	8%
COc1ccc(OCC(=O)N/N=C2\CCCCc3ccccc32)cc1	3.3%	-9%	i	-19%	-1%	-4%	15%	-0.5	-7%
Cc1[nH]nc(N=CC2=C(O)CC(c3ccco3)CC2=O)c1-c1ccccc1 (stereo not drawn)	?	-15%&-11%	i	-5%&1%	0%	6%&-4%	-5%&3%	-1.8&0.1	-17%&-27%
Cc1cc(Sc2nnc(/N=C/N(C)C)s2)c2ccccc2n1	-3.9%	11µM*	i	-23%	-1%	8.9µM*	-14%	0.1	7.3µM*
COc1ccc(C2=NN(CC(=O)NCCc3ccccc3)C(=O)CC2)cc1	0.9%	5%	.	2%	.	-11%	10%	.	.
O=C(c1ccccc1Cl)N(Cc1ccc(Br)cc1)N1C(=O)CCC1=O	0.2%	-14%	i	?	-1%	-19%	-5%	-2.1	6%
Cc1cc2occ(CC(=O)Nc3nccs3)c2cc1C(C)C	0.2%	-32%	.	2%	-6%	-27%	-5%	-3.0	.
COC(=O)c1ccc(C23CC4(C2)[C@H](CN(C)[C@@H]4c2ccccc2)C3c2ccccc2)cc1 (stereo partly drawn)	0.5%	-5%	i	9%	-1%	4%	-2%	0.1	13%
COc1ccc(-c2noc(CNS(=O)(=O)c3ccccc3)n2)cc1	0.1%	-2%	i	-12%	-3%	-14%	-3%	1.1	11%
Cc1ccc2ccc(S(=O)(=O)NCc3ccco3)cc2c1	6.0%	2%	i	-6%	-1%	-6%	-6%	-1.3	?
CN(C)S(=O)(=O)c1ccc(N2CCCC2)c(C(=O)NNC(=O)COc2ccccc2Cl)c1	-0.4%	6%	i	-1%	0%	-4%	2%	-3.2	0%
COc1cccc(CN2CC(C(=O)NCCCn3ccnc3C)CCC2=O)c1 (stereo not drawn)	-0.9%	-24%	i	-8%	2%	6%	7%	1.8	2%
CCN(CC)C(=O)C1=C(C)N(CCCOC)C(=O)C(CC(=O)NC2CC2)C1 (stereo not drawn)	-0.1%	-103%	i	0%	.	20%	.	0.7	.
COc1ccc(Cl)cc1C(=O)Nc1ccc(NC(=O)c2ccco2)cc1	0.6%	1%	i	17%	-2%	-22%	-17%	-1.5	?
CCc1ccc(NC(=O)Cn2nnc(C(=O)NCc3ccc4c(c3)OCO4)c2N)cc1	2.0%	14%	i	9%	-5%	7%	-6%	-0.7	-10%
Fc1ccc(-c2nnc3ccc(N4CCCC4)nn23)cc1	0.3%	8%	i	-10%	1%	15%	-8%	-1.9	-15%

4 entries from above, ordered by heavy-atom count, high to low.
SMILES	Nrf2 ARE act	HepG2 tox	pAkt inh	Abeta yeast res	Mm-Cpn inhibitor	TGFb inhibitor	A549 tox	CCT chaperon mod	Nrf2 inh
COC(=O)c1ccc(C23CC4(C2)[C@H](CN(C)[C@@H]4c2ccccc2)C3c2ccccc2)cc1 (stereo partly drawn)	0.5%	-5%	i	9%	-1%	4%	-2%	0.1	13%
CCc1ccc(NC(=O)Cn2nnc(C(=O)NCc3ccc4c(c3)OCO4)c2N)cc1	2.0%	14%	i	9%	-5%	7%	-6%	-0.7	-10%
CCN(CC)C(=O)C1=C(C)N(CCCOC)C(=O)C(CC(=O)NC2CC2)C1 (stereo not drawn)	-0.1%	-103%	i	0%	.	20%	.	0.7	.
Fc1ccc(-c2nnc3ccc(N4CCCC4)nn23)cc1	0.3%	8%	i	-10%	1%	15%	-8%	-1.9	-15%

Continuation:
SMILES	Nrf2 ARE act	HepG2 tox	pAkt inh	Abeta yeast res	Mm-Cpn inhibitor	TGFb inhibitor	A549 tox	CCT chaperon mod	Nrf2 inh
CCc1ccc2oc(-c3ccc(NC(=O)c4ccc(OC)c(Br)c4)cc3)nc2c1	0.6%	-20%	.	-15%	.	-1%	-1%	.	?
CCN(CC)CCN1C(=O)C(=O)/C(=C(/O)c2c(C)[nH]c(C(=O)OC)c2C)C1c1cccnc1 (stereo not drawn)	-0.5%	-1%	i	-7%	0%	3%	-7%	0.0	-26%
O=C(NCc1ccccn1)c1ccc(=O)oc1	1.2%	-4%	i	-22%	-1%	6%	-1%	-1.9	8%
FC(F)(F)c1cccc(NC(=S)Nc2ccc(Cl)c(Cl)c2)c1	4.2%	-27%	i	-84%[inhibitor]	-1%	?	-6%	-0.7	?
COc1ccc(C)cc1NC(=O)c1ccc(=O)n(Cc2ccccc2)c1	5.4%	-26%	.	-10%	.	-12%	-2%	.	.
COc1cccc(NC(=O)c2ncc(Cl)c(Cl)c2Cl)c1	?	7%	i	9%	0%	0%	7%	0.4	?
CN(C)CCCN(C(=O)c1ccc(S(=O)(=O)N2CCCCC2)cc1)c1nc2cc3c(cc2s1)OCO3	1.8%	-42%	i	7%	0%	2%	4%	0.0	1%
COc1ccc(-c2ccc(C(C)=O)cc2)cc1[C@H]1[C@H]2C=CC[C@@H](C)[C@@H]2C(=O)N1Cc1ccccc1	-0.5%	3%	i	2%	0%	-5%	-2%	-0.9	?
COc1[nH]c2ccc(F)cc2c1C(=O)OCC1CCN(CCNS(C)(=O)=O)CC1	-0.5%	-5%	i	0%	.	35%[activator]	-6%	-0.9	-14%
O=C(NCC1CCCO1)c1nn2c(C(F)(F)F)cc(-c3ccco3)nc2c1Cl (stereo not drawn)	3.0%	7%	i	-10%	.	2%	-8%	-1.1	16%
